Screening data (PubChem BioAssay)
Epigenetic reg: derepresses silenced GFP reporter in murine cells. Potency, µM (highest dose often 53.9 µM), for the others: at the highest dose GFP activation, usual class: activators. murine LDR cells, GFP reporter derepression, 30 h. 280,000 compounds, 0.2% hits; note: potency is the fitted concentration of half-maximal effect; % of control where 0% means no effect; nearly all actives have a fitted effect of over 60% in size
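Derepression of a silenced CMV-GFP reporter in murine LDR cells is scored by enumerating GFP-positive cells with a laser-scanning microplate cytometer after 30 hours of treatment at 37 C.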
Luc counter: Kinase-Glo luciferase inhibition (counter-screen); AID 1379; Potency, µM (highest dose often 38.3 µM), without a hit: at the highest dose activity change, negative = inhibition, usual class: inhibitors; Kinase-Glo luciferase, ATP luminescence, 8 min; 200,000 compounds, 0.28% hits; Q27757; note: potency is the fitted concentration of half-maximal effect; % is set by controls: 0 for no effect and ±100 for the full control effect; nearly all actives have a fitted effect of over 60% in size
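Kinase-Glo luciferase light output from ATP and luciferin was measured with 10 uM ATP, within the enzyme's linear range. Buffer: 50 mM imidazole pH 7.2, 50 mM KCl, 7 mM MgCl2, 0.01% Tween 20, 0.05% BSA; luminescence read after 8 min at ambient temperature.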
CBFb RUNX1 block: CBF-beta/RUNX1 interaction disruption; Q01196+Q13951; AlphaScreen CBFb-His/RUNX1-biotin binding, biochemical; Potency, µM (doses to about 59.8 µM), for the others: at the top dose activity, negative = inhibition, most hits filed as inhibitors; 230,000 tested, under 10 active; AID 1477; note: % of control where 0% means no effect
Target sequence (Q01196 whole entry, looked up): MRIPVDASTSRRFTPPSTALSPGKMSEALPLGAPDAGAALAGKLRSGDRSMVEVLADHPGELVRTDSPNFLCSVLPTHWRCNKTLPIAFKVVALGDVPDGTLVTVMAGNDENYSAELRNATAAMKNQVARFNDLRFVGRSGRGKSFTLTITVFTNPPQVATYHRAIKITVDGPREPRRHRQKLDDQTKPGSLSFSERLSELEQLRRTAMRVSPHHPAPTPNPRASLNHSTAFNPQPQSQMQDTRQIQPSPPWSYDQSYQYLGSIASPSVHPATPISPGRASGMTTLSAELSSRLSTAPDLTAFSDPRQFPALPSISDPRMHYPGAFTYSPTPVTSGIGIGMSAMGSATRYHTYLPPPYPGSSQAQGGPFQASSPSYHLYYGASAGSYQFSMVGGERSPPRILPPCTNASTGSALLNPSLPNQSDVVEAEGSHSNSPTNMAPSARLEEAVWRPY
Target sequence (Q13951 whole entry, looked up): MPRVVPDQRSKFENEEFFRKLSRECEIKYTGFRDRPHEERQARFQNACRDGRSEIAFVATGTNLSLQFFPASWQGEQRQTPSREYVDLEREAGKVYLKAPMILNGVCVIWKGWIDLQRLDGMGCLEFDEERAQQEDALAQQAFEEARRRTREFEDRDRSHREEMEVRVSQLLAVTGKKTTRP
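Inhibition was taken as any reduction in AlphaScreen signal from the CBF-beta–RUNX1 pair (His and biotin tags, 30 nM each), measured after compound (15 min) and bead (90 min) incubations at room temperature.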
NPSR antagonist: antagonists of human neuropeptide S receptor cAMP signaling. Q6W5P4. CHO-NPSR cells, cAMP TR-FRET, antagonist mode. Potency, µM (series often up to 38.3 µM), for inactives: at the top dose activity change, negative = inhibition, actives largely listed as inhibitors. 220,000 compounds, 1% hits. AID 1461; note: potency is the fitted concentration of half-maximal effect; % is set by controls: 0 for no effect and ±100 for the full control effect; nearly all actives have a fitted effect of over 50% in size; many of its hits are not listed in these tables
Target sequence (Q6W5P4 whole entry, looked up): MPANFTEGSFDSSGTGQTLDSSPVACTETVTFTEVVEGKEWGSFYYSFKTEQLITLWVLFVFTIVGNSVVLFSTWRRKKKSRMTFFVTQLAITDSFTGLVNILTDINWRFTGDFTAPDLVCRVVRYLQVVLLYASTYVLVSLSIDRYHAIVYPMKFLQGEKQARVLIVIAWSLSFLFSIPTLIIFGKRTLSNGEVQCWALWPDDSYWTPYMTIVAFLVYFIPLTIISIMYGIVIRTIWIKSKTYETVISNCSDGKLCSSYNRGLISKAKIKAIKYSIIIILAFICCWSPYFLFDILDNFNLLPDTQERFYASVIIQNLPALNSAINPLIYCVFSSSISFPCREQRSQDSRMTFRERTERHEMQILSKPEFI
HttQ103 aggreg: inhibitors of mutant huntingtin aggregate formation in PC12 cells; Potency, µM (top dose mostly 46.1 µM), for inactives: top-dose activity change, negative = inhibition, hits mostly inhibitors; 220,000 compounds, 1.1% hits; AID 1688; PC12 HttQ103-GFP aggregates, Acumen cytometry, 40 h; note: potency is the fitted concentration of half-maximal effect; % is set by controls: 0 for no effect and ±100 for the full control effect; nearly all actives have a fitted effect of over 60% in size
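Steps: seed 1500 PC12 HTTQ103-GFP cells/well; add tebufenozide, 100 nM final; add compound titration; add ATPLite reagent; quantify GFP aggregates by laser scanning cytometry.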
IMPase Li cell: membrane-permeable IMPase blocker, potentiated with lithium; CHO-M1 cells, IP1 TR-FRET (IP-One), carbachol + lithium; Potency, µM (series often up to 59.4 µM), for inactives: at the highest dose activity, negative = IMPase inhibition, usual class: inhibitors; 210,000 compounds, 0.35% hits; AID 1457;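 note: IP1 builds up when IMPase is blocked and the TR-FRET signal falls; potency is the fitted concentration of half-maximal effect; plate controls were basal vehicle for no effect and high inhibitor control for full effect; nearly all actives have a fitted effect of over 50% in size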
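Lithium-sensitised IP1 accumulation assay; M1-expressing CHO cells treated 30 min at 37C with compound. Competitive antibody detection by time-resolved FRET followed a 10 min room-temperature lysis step.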
Lamin A splicing: LMNA splicing modulation | 200,000 compounds, 0.01% hits | AID 1487 | HeLa LMNA splicing GFP/RFP minigene ratio, 48 h | Potency, µM (series often up to 46.1 µM), for inactives: at the highest dose ratio change, negative = inhibition, usual class: inhibitors; active = well fitted inhibition curve with a large enough effect in the signal ratio, with a control signal flat, not every such curve was filed as active; inconclusive = small, poorly fitted or top-dose-only effect, or effect the other way, or a change in a side signal; the % refers to the signal ratio; note: potency is the fitted concentration of half-maximal effect; % is set by controls: 0 for no effect and ±100 for the full control effect
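Read-out is the ratio of GFP to DsRed2 object intensity, acquired by 488 nm laser-scanning cytometry on HeLa lamin A-EGFP minigene reporter cells. Compound incubation 48 hrs at 37 °C in Opti-MEM with 2% FBS; DMSO 0.5% final.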
Starred values were filed as active, the others as inactive; ? = inconclusive; · = not tested or not shown; [ ] = remark or other dose. Unless noted, calls come from the whole dose curve; as a rule, active = well fitted curve in the direction sought with a large enough effect; inconclusive = small, poorly fitted or top-dose-only effect, or another doubt; inactive = no such curve, though single readings can be large; an effect the other way counts as inactive or inconclusive. Only part of the results is shown, so the mix of outcomes need not match the whole.

SMILES | Epigenetic reg | Luc counter | CBFb RUNX1 block | NPSR antagonist | HttQ103 aggreg | IMPase Li cell | Lamin A splicing
COc1ccc(NS(=O)(=O)c2cc(NC(=O)/C=C/c3cc(OC)c(OC)c(OC)c3)ccc2N2CCCCC2)cc1 | -1.0% | -0.7% | -2.9% | 5.4% | 22.4% | -1.7% | -3.6%
CCC1CCCCN1CCCn1c(=S)[nH]c2ccccc2c1=O (configuration not stated) | 0.2% | -7.2% | 0.3% | -1.6%[46.1 µM] | -10.0% | 11.6%[38.3 µM] | 9.2%
COc1ccccc1NS(=O)(=O)c1ccc(O)c(C(=O)OCC(=O)N2c3ccccc3CC2C)c1 (configuration not stated) | 12.3% | -1.5% | -4.0% | -22.7% | 1.8% | 4.7% | -3.1%[46 µM]
Cc1ccc(-n2c(O)c(C=NC3CCS(=O)(=O)C3)c3ccccc3c2=O)cc1 (configuration not stated) | -1.1% | -2.4% | -0.9% | -10.9%[46.1 µM] | -21.8% | -5.8%[38.3 µM] | 2.6%
CN(CCc1ccccn1)C(=O)c1cccnc1Oc1ccc(Cl)cc1 | 0.0% | · | 3.3% | 17.1% | -14.4%[9.22 µM] | · | ·
CCOC(=O)Cc1csc(NC(=O)CSc2nnnn2-c2ccc(CC)cc2)n1 | -1.0% | 3.8% | 2.9% | ? | 4.2% | 3.5%[38.3 µM] | 0.3%
O=C1c2ccccc2C(=O)N1CCc1nc(-c2ccc(Cl)cc2)no1 | -0.1% | 2.4% | 10.1% | -29.2%[46.1 µM] | -18.5% | 6.7%[38.3 µM] | -3.1%
Cc1noc(C)c1S(=O)(=O)Nc1ccc(C(=O)O)cc1 | 1.1% | -4.3% | 1.8% | -10.1%[46.1 µM] | 11.5% | -4.1%[38.3 µM] | -6.2%
Cc1n[nH]c(C)c1Sc1ccccc1N | -2.6% | 1.7% | -3.5% | 9.9% | 8.2% | -3.8% | ?
Cc1cc([N+](=O)[O-])ccc1NCc1ccccc1[N+](=O)[O-] | 7.1% | 0.4% | -2.7% | -23.7% | -11.4%[9.22 µM] | 7.6% | ·
N#Cc1ccc(C(=O)Nc2ccc([N+](=O)[O-])cc2)c(F)c1 | 2.1% | 1.0% | -6.2% | 5.8% | 3.4%[9.22 µM] | 8.4% | ·
CCOC(=O)n1c(O)c(N=NC(N)=S)c2cc(C)ccc21 | -1.2% | · | -17.3% | 50.0% | -2.6%[9.22 µM] | · | ·
Nc1nnc(CC(=O)N/N=C/c2ccccc2OCc2ccc(F)cc2)s1 | -2.6% | · | 10.6% | 0.6% | -13.1%[9.22 µM] | · | ·
CCOC(=O)/C(C#N)=C\c1c(C)cc(C)c(COC(C)=O)c1C | -1.0% | -0.4% | 7.6% | -6.0%[46.1 µM] | 8.0% | 3.3% | -7.3%
COc1ccc(C(CNC(=O)COc2ccccc2OC)N(C)C)cc1OC (configuration not stated) | -0.1% | 1.4% | -4.4% | 1.8%[46.1 µM] | 17.6%[9.22 µM] | -0.6%[38.3 µM] | -2.8%
CCCCC(=O)NC(=S)NNS(=O)(=O)c1ccccc1 | 0.0% | 0.8% | 5.1% | 3.5%[46.1 µM] | 27.8% | 3.3% | -5.0%
O=C(C[n+]1cc(-c2ccc(Cl)cc2)n2c1CCC2)Nc1nc(-c2ccccc2)cs1 | 0.0% | · | -9.9% | -57.0% | 28.7%[9.22 µM] | · | ·
COc1ccc(OCc2nnc3n2N=C(c2ccc(Br)cc2)CS3)cc1 | -0.7% | -6.5% | -0.7% | -18.3%[46.1 µM] | 0.9% | -2.4%[38.3 µM] | -10.4%
Cc1cc(N2CCN(C(=O)c3ccco3)CC2)n2ncc(-c3ccccc3)c2n1 | -0.9% | -4.1% | 25.0% | ? | ? | -0.4%[38.3 µM] | ?
CC1(C)NC(=O)N(Cc2cc(=O)n3ccsc3n2)C1=O | -0.3% | · | -1.4% | -20.0% | 5.3%[9.22 µM] | · | ·
O=C(O)c1ccc(N2C(=O)c3[nH]nc(-c4ccccc4)c3C2c2ccccc2)cc1 (configuration not stated) | -0.2% | · | -3.9% | 9.1% | 0.6% | -4.8% | ·
COc1cc2c(cc1OC)CN(CC(=O)NC(=O)NCc1ccco1)CC2 | -1.0% | -1.3% | -11.3% | -6.6%[46.1 µM] | -0.8% | -0.2%[38.3 µM] | 6.3%
O=C(/C=C/c1cccc([N+](=O)[O-])c1)OCC(=O)c1ccccc1 | 2.6% | 0.6% | 0.1% | 6.0% | 0.4% | 1.3% | 0.0%[46 µM]
Cc1cccc(N(C(=O)c2cnc3n(c2=O)CCS3)C2CCCCC2)c1 | -1.0% | 1.3% | 3.5% | 5.8%[46.1 µM] | -22.6% | 4.3% | -5.5%
O=C1CCCC2=C1C(c1ccsc1)CC(=O)N2c1ccccc1F (configuration not stated) | -1.2% | 1.1% | 7.1% | -2.8% | -8.1% | 2.3% | ·
COc1cc(C2C(C#N)=C(N)OC3=C2C(=O)CC(C)(C)C3)ccc1OCCN1CCOCC1 (configuration not stated) | 0.1% | · | 4.1% | -3.8% | 16.2%[9.22 µM] | · | ·
O=S(=O)(c1ccccc1)N1CCCC1c1nc2ccccc2s1 (configuration not stated) | -1.3% | 1.3% | 8.6% | -12.6%[46.1 µM] | -18.7% | -4.6%[38.3 µM] | 8.0%
CCn1c(SCc2cccc(C)c2)nnc1-c1ccc(C)cc1 | -1.2% | -2.1% | 1.5% | -27.3%[46.1 µM] | -15.3% | -6.7%[38.3 µM] | 1.1%
CCC(=O)Nc1ccccc1C(=O)NC1CCCCC1 | -1.0% | -5.1% | 3.1% | -5.8%[46.1 µM] | 3.1% | 8.6%[38.3 µM] | 0.3%
Cc1nccn1CCCNCc1c(C(=O)N2CCCCCCC2)nc2ccc(Cl)cn12 | 0.3% | · | 9.6% | 8.8% | -4.9% | · | ·
COCCn1nnnc1CN(Cc1ccco1)Cc1cc2cc3c(cc2[nH]c1=O)OCO3 | 0.0% | -0.3% | -0.5% | -3.3%[46.1 µM] | 11.6% | -8.5%[38.3 µM] | 8.9%
CCOc1cc(/C=C/C(=O)c2ccc(C)cc2)ccc1OCC(=O)N(C)C | 8.4% | 0.9% | -1.1% | -6.5% | 26.9% | 0.2% | ?
O=[N+]([O-])c1cc(S(=O)(=O)Nc2cccc(Cl)c2)ccc1N=Nc1c(O)[nH]c2ccccc12 | 1.1% | -2.3% | -4.6% | ? | ? | 3.1% | ?
Cc1cc(NC(=O)COc2nnc(-c3ccccc3)c3ccccc23)no1 | -1.0% | 2.2% | 1.2% | -6.6%[46.1 µM] | 4.2% | 18.4%[38.3 µM] | -9.6%
COc1cc(/C(C)=N/Nc2ccc(C(=O)O)cc2)cc(OC)c1OC | -1.8% | 1.5% | -1.7% | -6.0% | -5.5% | 3.6% | 12.1%
CCc1cccc2c(C(=O)COC(=O)c3nn(C)c(=O)c4ccccc34)c[nH]c12 | 5.9% | -1.1% | -2.2% | -18.8%[46.1 µM] | -23.1% | 5.7%[38.3 µM] | 5.3%
CC(C)(C)C(=O)Cn1c(=O)n(-c2ccc(F)cc2F)c(=O)c2sccc21 | -1.1% | -1.4% | -0.5% | -23.1% | 6.0% | 0.8% | ·
Cc1ccc(NC(=O)CN2C(=O)S/C(=C/c3ccc(-c4cc(C(=O)O)ccc4C)o3)C2=O)cc1C | 0.0% | 3.1% | ? | -9.8%[46.1 µM] | 12.8% | 39.0%[activator][38.3 µM] | -2.2%
Cc1noc(C)c1COc1cccc(C(=O)Nc2ccccc2N2CCOCC2)c1 | -5.1% | -1.5% | 3.4% | -6.3% | 6.0% | 11.7% | ?
O=C(NCCN1CCOCC1)c1cc(Sc2ccccc2Cl)nc2ccccc12 | 0.0% | -1.0% | -6.0% | 8.6% | 8.7% | 2.8% | ?
CCC(CC)C(=O)c1c[nH]c(C(=O)N2CCN(c3ccccc3)CC2)c1 | -0.7%[10.1 µM] | 0.3% | -2.3% | 7.4% | 23.8%[9.22 µM] | -1.4% | 10.3%[46 µM]
CCCCN1C(=O)CC(C(=O)OCC)=C1C | 3.2% | · | 7.1% | -17.1% | -13.5%[9.22 µM] | · | ·
CCS(=O)(=O)N1CCCC(C(=O)NCCN2CCC(Cc3ccccc3)CC2)C1 (configuration not stated) | -0.9% | 4.8% | 5.2% | 8.4%[46.1 µM] | -9.7% | 17.4%[38.3 µM] | 5.2%[0.0737 µM]
COc1ccc(-c2nnn(Cc3nn[nH]n3)n2)cc1OC | -0.2% | -0.6% | 10.1% | 7.8%[46.1 µM] | -2.7% | 7.3%[38.3 µM] | 6.9%
C=CCN=C(NC#N)SC | 0.0% | · | 1.8% | -30.9% | -1.2%[9.22 µM] | · | ·
S=c1[nH]nc(C2CCCCC2)n1/N=C/C(Cl)=C\c1ccccc1 | 0.0% | 3.0% | -4.7% | -37.9% | 29.6% | -8.9% | ?
C/C(=C/Cc1c(O)cc2oc(C)cc(=O)c2c1O)COC1OC(CO)C(O)C(O)C1O (configuration not stated) | 3.5% | -4.2% | -0.9%[2.36 µM] | 11.5% | -1.1% | 4.7% | -8.0%
Cc1ccnc2nc(C(=O)Nc3nc4ccccc4s3)nn12 | -3.7% | · | 6.2% | 26.6% | -18.4%[9.22 µM] | · | ·
O=C1NN=C(CSc2n[nH]c(=S)s2)CS1 | -1.0% | -3.2% | -2.6% | 2.7% | ? | -2.0% | ·
O=C(CSc1nc(O)cc(=O)[nH]1)C1CC1 | -2.8% | 6.2% | 0.8% | -20.1%[7.67 µM] | 14.4% | -8.0%[38.3 µM] | -2.6%
COc1ccccc1NC(=O)[C@H](COCc1ccccc1)NC(=O)OC(C)(C)C | -1.2% | -3.2% | 4.7% | -22.2%[46.1 µM] | 5.4% | -1.4%[38.3 µM] | 3.4%

Reprinted at random: three entries already listed.
SMILES | Epigenetic reg | Luc counter | CBFb RUNX1 block | NPSR antagonist | HttQ103 aggreg | IMPase Li cell | Lamin A splicing
COc1cc(C2C(C#N)=C(N)OC3=C2C(=O)CC(C)(C)C3)ccc1OCCN1CCOCC1 (configuration not stated) | 0.1% | · | 4.1% | -3.8% | 16.2%[9.22 µM] | · | ·
COc1ccc(-c2nnn(Cc3nn[nH]n3)n2)cc1OC | -0.2% | -0.6% | 10.1% | 7.8%[46.1 µM] | -2.7% | 7.3%[38.3 µM] | 6.9%
O=[N+]([O-])c1cc(S(=O)(=O)Nc2cccc(Cl)c2)ccc1N=Nc1c(O)[nH]c2ccccc12 | 1.1% | -2.3% | -4.6% | ? | ? | 3.1% | ?
